PLK1 kinase inh: blocks human PLK1 kinase activity | P53350 | recombinant PLK1 kinase, TR-FRET peptide phosphorylation | inhibition, % at 10 µM | hit rate 0.53% among 97,000;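 active = inhibition of 50% or more in the single-concentration screen; inactive = inhibition below 50%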;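 note: 0% = DMSO max control and 100% = H-89 dihydrochloride min control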
VCAM1 TNFa inh: reduces TNF alpha induced VCAM1 expression in HUVEC. HUVEC TNFa-induced VCAM-1 immunofluorescence, high-content imaging. inhibition, % at 2 µM. hit rate 0.48% among 95,000;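 active = inhibition above the batch mean plus 3 SD, with images confirmed as a hit by eye, cut at about 37% in these data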;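 note: 0% = TNF-stimulated DMSO wells and 100% = unstimulated control wells; not every result past the cut was called active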
cytoskel mod: cytoskeleton assembly modification; HUVEC TNFa F-actin phalloidin imaging, high content; inhibition, % at 2 µM; hit rate 0.18% among 91,000;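 active = inhibition above the batch mean plus 3 SD and confirmed as a hit by visual image inspection, cut at about 30% in these data, passing the limit was not always enough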; note: strong numbers were not always called active
DAT uptake mod: human DAT dopamine uptake with cocaine, either direction. Q01959. LLC-PK1 hDAT cells, [14C]-dopamine uptake with cocaine IC80; actives deviate in either direction. B-score at 10 µM. hit rate 1.3% among 110,000. AID 449768;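 active = Z score or B-score, a plate-position-corrected score, falls beyond the plate's 99.7% confidence bounds, in either direction; inactive = both scores lie inside the 99.7% bounds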;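 note: scored against the spread of the other compound wells on the same plate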
HUVEC tox IL1B: toxic to HUVEC cells under IL-1B stimulation | HUVEC cell count loss, Hoechst imaging, IL-1B stimulated | cell count reduction, % at 2 µM | hit rate 0.41% among 94,000 | AID 845;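 active = cell count reduction more than 3 SD above the screen-wide mean, cut at about 70% in these data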;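 note: normalized per plate to untreated control cells as the no-loss baseline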
HUVEC tox TNFa: HUVEC cytotoxicity counter-screen, TNF alpha stimulated. HUVEC TNFalpha-stimulated, Hoechst cell count, imaging. cell count reduction, % at 2 µM. hit rate 0.17% among 93,000. AID 848;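 active = cell count reduction exceeding the screen mean by over 5 SD, scaled to untreated wells per plate, cut at about 78% in these data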;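 note: cells counted after 24 h of TNF alpha exposure following the 1 h pretreatment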
PLK1 PBD inh: inhibitors of human Plk1 polo box domain binding; Plk1 PBD phosphopeptide binding, fluorescence polarization; AID 693; hit rate 0.13% among 97,000; inhibition, %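 (tested at about 20 µM)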; in the data active = inhibition above about 34%, passing the limit was not always enough
E coli WT exp: blocks growth of wild type E. coli BW25113; AID 710; OD600 absorbance; growth inhibition, % at 100 µM; hit rate 0.15% among 98,000;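 active = growth inhibition above about 50% at one test dose, limit read from the data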;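 note: growth measured after 20 h incubation at 37 °C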
sEH inh: soluble epoxide hydrolase (human) inhibition; inhibition, % at 2 µM; AID 707; recombinant human sEH enzymatic activity assay; hit rate 0.34% among 91,000; P34913; in the data active = inhibition above about 80%; note: values of inactives mirror those of a sister screen read the other way; many of its hits are not listed in these tables
Target sequence (P34913 whole entry, looked up): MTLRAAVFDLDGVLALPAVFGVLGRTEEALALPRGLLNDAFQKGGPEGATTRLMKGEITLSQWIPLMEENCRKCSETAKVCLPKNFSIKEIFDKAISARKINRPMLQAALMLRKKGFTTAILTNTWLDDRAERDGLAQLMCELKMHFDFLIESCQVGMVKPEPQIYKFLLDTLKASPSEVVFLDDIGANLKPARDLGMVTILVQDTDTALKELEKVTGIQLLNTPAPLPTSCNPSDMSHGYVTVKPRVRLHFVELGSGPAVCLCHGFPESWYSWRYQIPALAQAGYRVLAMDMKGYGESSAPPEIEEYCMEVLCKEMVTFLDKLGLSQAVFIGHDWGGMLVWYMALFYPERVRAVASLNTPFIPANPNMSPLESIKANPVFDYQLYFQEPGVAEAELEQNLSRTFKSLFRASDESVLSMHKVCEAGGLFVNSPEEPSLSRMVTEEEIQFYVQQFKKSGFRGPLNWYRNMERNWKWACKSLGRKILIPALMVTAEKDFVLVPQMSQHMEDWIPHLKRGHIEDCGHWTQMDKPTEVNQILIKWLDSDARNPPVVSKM
Starred values were filed as active, the others as inactive; . = not tested or not shown.

item	SMILES	PLK1 PBD inh	cytoskel mod	HUVEC tox TNFa	VCAM1 TNFa inh	sEH inh	HUVEC tox IL1B	DAT uptake mod	E coli WT exp	PLK1 kinase inh
1	O=C(c1cc(F)c(F)cc1Cl)N1CCCCC1	-9.2	24.9	-28.2	5.3	1.6	19.4	0.668	-2.0	-4.3
2	O=C(Nc1nc2c(s1)CCc1ccccc1-2)c1ccco1	-6.4	2.6	13.3	16.5	3.3	14.7	-0.0163	16.0	-16.1
3	O=C(NCc1ccco1)C1CCC(N2C(=O)c3ccccc3C2=O)CC1 (stereo unspecified)	0.8	35.5	-27.1	-16.5	13.9	-39.1	-0.0272	-5.0	8.0
4	COc1ccc(-n2nnnc2SCC(=O)c2ccc3c(c2)OCCO3)cc1	-11.3	1.4	-6.2	-1.6	0.0	.	-0.564	.	-20.7
5	Cc1ccccc1-c1nc2ccccc2o1	1.4	-0.4	-18.4	-5.5	-2.1	.	-0.412	9.0	-2.8
6	CCOC(=O)C(CCCOc1cccc(OC)c1)C(=O)OCC	-8.1	23.1	-16.8	-2.1	-7.6	-28.8	-0.245	3.0	-8.4
7	CCC(c1nnc(SCCNCCO)n1CCN1CCOCC1)N(C)C (stereo unspecified)	-5.3	15.9	-8.8	14.5	3.0	8.9	-1.17	8.0	-1.3
8	COC(=O)c1ccc(OCC(O)CN2C(=O)NC(C)(C)C2=O)cc1 (stereo unspecified)	23.5	1.6	-33.6	9.8	-5.1	-18.1	0.198	-7.0	0.4
9	CC1(C)C/C(=C(/C#N)C(N)=O)CCO1	6.4	17.6	-14.2	-3.1	10.7	-13.3	0.00443	6.0	-9.0
10	Cc1ccc(COn2c(-c3ccc(Cl)cc3)nc3ccc([N+](=O)[O-])cc32)cc1	5.0	18.2	-20.8	9.7	-0.6	-50.5	-0.011	-9.0	-4.1
11	CCCC(=O)Nc1cc(Cl)ccc1N1CCN(C(=O)CC)CC1	-7.2	1.8	-2.1	-9.3	-9.4	-35.5	0.624	0.0	-15.5
12	CCCC(=O)c1cc2cc(Cl)ccc2oc1=O	-6.2	11.2	-1.4	7.7	6.6	-8.7	-0.677	6.0	-15.7
13	COc1cccc(-c2ccc(C#N)c(OC(=O)c3c(Cl)cccc3Cl)n2)c1	-22.9	.	-3.3	18.9	4.4	-0.6	1.16	-15.0	-5.9
14	O=C(Nc1cnn(Cc2ccc(F)cc2)c1)c1cc(-c2cccs2)on1	9.7	10.4	8.7	-9.9	3.3	7.6	0.083	-4.0	12.0
15	O=C(CCc1nc2ccccc2[nH]1)Nc1ccc(F)cc1	-12.8	-4.0	-17.1	19.7	4.1	-2.3	1	-5.0	-2.7

Reprinted from the part before: 2 compounds, then new ones.
item	SMILES	PLK1 PBD inh	cytoskel mod	HUVEC tox TNFa	VCAM1 TNFa inh	sEH inh	HUVEC tox IL1B	DAT uptake mod	E coli WT exp	PLK1 kinase inh
14	O=C(Nc1cnn(Cc2ccc(F)cc2)c1)c1cc(-c2cccs2)on1	9.7	10.4	8.7	-9.9	3.3	7.6	0.083	-4.0	12.0
15	O=C(CCc1nc2ccccc2[nH]1)Nc1ccc(F)cc1	-12.8	-4.0	-17.1	19.7	4.1	-2.3	1	-5.0	-2.7
16	CCn1c(SCC(=O)Nc2cc(C)on2)nnc1-c1cccnc1	-9.8	-2.7	-8.8	12.0	-8.4	-17.5	0.177	3.0	-13.3
17	CCOC(=O)c1cccc(N/C=C/C(=O)c2ccc(OC)c(OC)c2)c1	5.2	21.8	-23.8	-10.4	9.6	-109.0	0.643	-6.0	-8.7
18	CCC1(CC)C(=O)NC(=O)NC1=Nc1cccc(OC)c1	-17.1	14.5	-28.5	8.1	5.8	-6.6	0.0978	-1.0	-8.5
19	O=CNC1CCCc2c1[nH]c1ccc(Cl)cc21 (stereo unspecified)	17.5	32.8	-21.3	-21.6	-15.4	-5.3	-0.00545	2.0	-12.6
20	NC(=O)C1CCN(c2ccc(C(F)(F)F)cc2[N+](=O)[O-])CC1	24.7	-1.8	-8.2	2.8	-24.9	28.1	0.917	7.0	-14.3
21	CCn1cc(Br)c(C(=O)Nc2cccc(SC)c2)n1	-10.0	-44.8	13.3	22.9	3.2	2.9	-0.208	-9.0	-3.5
22	Cc1nc(NC(=O)CN(C)S(=O)(=O)c2ccc(Cl)cc2)sc1C	-30.1	-1.2	0.4	1.7	-4.4	-1.9	0.378	3.0	-5.4
23	COc1cccc(CNC(=O)Cn2c(=O)oc3ccccc32)c1OC	-11.4	-6.4	9.4	11.6	29.2	27.3	1.45	7.0	-12.0
24	CNc1nc(SCc2ccc(C)cc2)nc2c1CCCC2	7.6	-4.4	5.8	-10.4	-4.8	-10.3	0.667	-1.0	-6.5
25	O=C(CSc1ncnc2c1oc1ccccc12)Nc1nc2ccccc2s1	-13.2	4.5	-14.0	16.7	-6.4	-1.1	-0.0015	-2.0	-19.3
26	CCN1CCCc2cc(CN(CCN3CCOCC3)C(=O)Nc3ccc(C)c(C)c3)ccc21	-17.7	-5.2	2.6	28.3	7.6	11.4	1.57	-8.0	-3.5
27	CCCc1nc2ccc(NC(=O)c3ccco3)cc2c(=O)n1Cc1ccc(Cl)cc1	11.3	-8.1	4.5	-12.1	5.4	-7.5	-0.173	-8.0	-11.4
28	CC(C)CC(NC(=O)c1ccc(Cl)cc1)C(=O)O (stereo unspecified)	6.6	10.5	-31.1	0.3	0.1	9.0	-1.31	-1.0	-7.7
29	O=C(CCN1C(=O)C2C3C=CC(C3)C2C1=O)Nc1c(F)cc(F)cc1Br (stereo unspecified)	-11.7	2.5	-1.1	25.4	9.6	-12.6	0.189	-4.0	0.8
30	CCn1c(SC(C)C(=O)O)nnc1-c1cccnc1 (stereo unspecified)	-11.3	0.4	-7.8	1.3	-8.7	.	0.573	-4.0	0.9

The list continues.
item	SMILES	PLK1 PBD inh	cytoskel mod	HUVEC tox TNFa	VCAM1 TNFa inh	sEH inh	HUVEC tox IL1B	DAT uptake mod	E coli WT exp	PLK1 kinase inh
31	O=C(Nc1cnccn1)c1csc2ccccc12	-16.9	-14.9	-10.5	4.8	1.5	-195.0	0.704	4.0	-4.2
32	O=C(c1cc2sccc2n1Cc1ccc(F)cc1)N1CCN(c2nc3ccccc3s2)CC1	3.4	8.9	-11.1	-16.1	-4.0	-6.6	-1.41	.	-15.8
33	COc1ccc(S(=O)(=O)N2CCCC(C(=O)NCc3ccccn3)C2)cc1Cl (stereo unspecified)	2.6	4.9	-29.7	12.2	8.2	3.5	-0.0484	4.0	-2.9
34	COc1ccccc1Nc1ncnc2c1cnn2-c1cccc(C)c1	-8.0	9.0	.	-12.3	10.3	9.0	-0.114	6.0	-13.6
35	COc1ccc(Nc2ncnc3ccccc23)cc1	-6.7	-18.1	-14.4	14.0	-0.3	6.7	-0.468	4.0	-2.4
36	CCOc1ccccc1N1CC(O)=C(c2nc3ccccc3s2)C1=N	-5.3	21.5	-21.9	24.3	7.3	-23.4	-0.824	-14.0	-0.8
37	O=c1c2ccccc2nc(CSc2nnnn2-c2ccccc2)n1-c1ccccc1Cl	-3.0	17.4	0.0	8.1	6.6	28.4	.	.	-14.3
38	O=C(Cc1coc2ccc3ccccc3c12)N1CCN(c2ncccn2)CC1	-5.0	-18.0	-9.3	-4.8	12.2	-2.1	0.213	0.0	-15.2
39	CC(C)CC(=O)NCCc1ccncc1	3.9	8.2	-5.4	6.1	-0.7	-12.7	0.0533	-4.0	-29.8
40	COC(=O)c1cc(OC)c(OC)cc1NC(=O)Nc1ccc(OC)cc1	-2.3	-14.3	-5.7	16.1	9.2	-4.0	1.42	-17.0	-3.3
41	COc1cc(C(=O)N2CCN=C2c2ccccc2)cc(OC)c1OC	3.8	-6.8	-2.4	-15.1	-13.0	26.7	0.135	-2.0	-12.5
42	CCN(CCO)c1ccc(-n2c(N)c(C(=O)OC)c3nc4ccccc4nc32)cc1	3.6	-28.3	-1.6	-37.2	12.7	-18.8	0.271	-5.0	-5.7
43	CN(c1ccccc1)S(=O)(=O)c1ccc(NC(=S)NC(=O)c2ccccc2)cc1	-1.8	9.9	-30.9	3.8	6.3	-3.6	0.281	-16.0	-6.8
44	COC(=O)c1ccccc1COn1c(=O)c[n+]([O-])c2ccccc21	-1.9	-6.5	-3.9	3.7	-7.3	-10.6	0.274	.	-7.0
45	COc1ccc(C(=O)Nc2nnc(-c3ccco3)s2)cc1	7.3	-16.6	17.8	22.3	-9.1	24.9	0.434	-15.0	39.5

More structures follow.
item	SMILES	PLK1 PBD inh	cytoskel mod	HUVEC tox TNFa	VCAM1 TNFa inh	sEH inh	HUVEC tox IL1B	DAT uptake mod	E coli WT exp	PLK1 kinase inh
46	O=C(CSC1=NCCS1)Nc1ccc(S(=O)(=O)N2CCCCCC2)cc1	-12.7	-55.7	-29.2	-6.5	21.9	-35.5	0.41	-7.0	-5.5
47	COc1ccc(OC)c(CNC(=O)C2CCN(S(=O)(=O)N3CCCC3)CC2)c1	23.5	18.2	29.3	17.6	16.6	30.7	-0.36	-4.0	-10.9
48	O=C1CSC(c2ccco2)N1 (stereo unspecified)	14.9	11.5	-7.0	6.3	.	-22.0	-0.434	6.0	-10.5
49	CCOc1ccc(N2C(=O)CC(NCCc3ccncc3)C2=O)cc1 (stereo unspecified)	4.9	4.4	-2.1	27.5	-6.8	-10.6	0.822	1.0	-12.8
50	COc1ccc(OC)c(C2C3=C(CCCC3=O)Nc3c2c(=O)n(C)c(=O)n3C)c1 (stereo unspecified)	-7.9	14.5	-38.9	20.3	-11.4	86.5*	-0.556	0.0	-15.3
51	CC(=O)Nc1ccc(NC(=O)CSc2nnc(-c3ccco3)n2Cc2ccco2)cc1	22.2	5.6	1.4	10.0	0.9	-14.3	0.775	3.0	-7.8
52	CCOC(=O)N1CCC(NC(=O)c2oc3c(c2C)-c2[nH]ncc2CC3)CC1	17.5	-9.0	3.1	12.7	26.1	4.0	.	0.0	-0.2
53	Cn1nnnc1SCCNCc1cccnc1	-3.5	3.9	-16.8	-15.7	-0.1	-11.8	0.0434	0.0	-6.8

Full records, looked up by structure:
`CC(=O)Nc1ccc(NC(=O)CSc2nnc(-c3ccco3)n2Cc2ccco2)cc1` is entered as PLK1 PBD inh: 22.2; cytoskel mod: 5.6; HUVEC tox TNFa: 1.4; VCAM1 TNFa inh: 10.0; sEH inh: 0.9; HUVEC tox IL1B: -14.3; DAT uptake mod: 0.775; E coli WT exp: 3.0; PLK1 kinase inh: -7.8
`COc1ccc(OC)c(C2C3=C(CCCC3=O)Nc3c2c(=O)n(C)c(=O)n3C)c1` (stereo unspecified) is entered as PLK1 PBD inh: -7.9; cytoskel mod: 14.5; HUVEC tox TNFa: -38.9; VCAM1 TNFa inh: 20.3; sEH inh: -11.4; HUVEC tox IL1B: 86.5*; DAT uptake mod: -0.556; E coli WT exp: 0.0; PLK1 kinase inh: -15.3

Source: PubChem BioAssay (several laboratories)
